Assay outcomes from PubChem.
KCNQ2 block: KCNQ2 potassium channel inhibitors, primary screen, cell-based, CHO-K1, FluxOR thallium flux, B-score (AID 2156) | O88943 | 20 min; hits give low values | B-score at 10 µM | hit rate 1.1% among 310,000;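 active means fluorescence ratio B-score at most minus 3 library SDs, with starting brightness B-score within 2 library SDs, cut at about -5.5 in these data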
Target sequence (O88943 whole entry, looked up): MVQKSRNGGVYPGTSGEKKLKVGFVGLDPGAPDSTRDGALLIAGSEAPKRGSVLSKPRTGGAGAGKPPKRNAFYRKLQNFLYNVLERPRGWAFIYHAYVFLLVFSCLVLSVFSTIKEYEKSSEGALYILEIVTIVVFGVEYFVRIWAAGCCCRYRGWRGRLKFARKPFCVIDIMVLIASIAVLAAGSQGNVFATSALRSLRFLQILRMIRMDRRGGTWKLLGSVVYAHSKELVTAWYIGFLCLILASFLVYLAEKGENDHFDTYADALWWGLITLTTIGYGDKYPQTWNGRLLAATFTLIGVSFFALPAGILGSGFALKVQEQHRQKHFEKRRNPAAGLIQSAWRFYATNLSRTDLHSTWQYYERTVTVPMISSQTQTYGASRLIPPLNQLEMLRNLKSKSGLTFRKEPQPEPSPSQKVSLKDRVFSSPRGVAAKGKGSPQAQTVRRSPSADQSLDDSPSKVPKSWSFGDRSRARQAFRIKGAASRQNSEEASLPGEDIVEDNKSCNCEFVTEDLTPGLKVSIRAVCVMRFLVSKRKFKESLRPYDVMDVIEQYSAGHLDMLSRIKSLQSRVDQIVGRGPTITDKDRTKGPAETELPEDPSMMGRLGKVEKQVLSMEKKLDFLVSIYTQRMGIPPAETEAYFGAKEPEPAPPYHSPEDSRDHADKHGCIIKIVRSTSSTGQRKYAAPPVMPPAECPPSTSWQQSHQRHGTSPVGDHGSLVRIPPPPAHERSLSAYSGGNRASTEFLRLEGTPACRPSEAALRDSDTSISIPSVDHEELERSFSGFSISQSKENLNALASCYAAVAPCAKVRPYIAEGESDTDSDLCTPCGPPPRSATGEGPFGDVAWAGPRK
Kir21 inh: inhibitors of mouse Kir2.1 inward-rectifier potassium channel; HEK293-Kir2.1, FluxOR thallium flux fluorescence; hits give low values; P35561; hit rate 0.85% among 310,000; B-score at 10 µM;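 active means fluorescence ratio B-score at or below minus 3 SD of library scores, with starting-brightness B-score within 2 SD, cut at about -4.2 in these data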;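 further: channel flux triggered by added potassium and thallium sulfate stimulus; B-score of peak minus minimum fluorescence over baseline after thallium stimulus; more negative B-score means stronger Kir2.1 block with less thallium influx; some compounds called inactive have numbers as strong as hits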
Active calls of the source: *; i = inactive. The order is random; about 1.9% have a hit in one of these screens.

SMILES	KCNQ2 block	Kir21 inh
O=C(c1cccs1)N1CCCC(N2CCN(c3cccc(C(F)(F)F)c3)CC2)C1 (stereo unspecified)	i	1
O=[N+]([O-])c1ccccc1CNC1CCCc2ccccc21 (stereo unspecified)	i	-1.4
N#C/C(=C\N1CCOCC1)c1ccccc1	i	1
c1ccc(Cn2nnc3c(NCc4ccc5c(c4)OCO5)nc(C4CC4)nc32)cc1	i	2.2
Cn1cc(CN2CCN(c3ncccn3)CC2)c(-c2cccc(Cl)c2)n1	i	0.18
C/C(=N\N=C1\NC(=O)CS1)c1cccs1	i	-0.11
COC(=O)c1ccc(Cn2c(O)c(N=O)c3ccccc32)o1	i	-4.2
COc1ccc(NC(=O)CSCC(=O)N2c3ccccc3CCc3ccccc32)cc1	i	-0.72
CC1(NC(=S)N(CCO)CCO)CCS(=O)(=O)C1 (stereo unspecified)	i	1
O=C(CSc1n[nH]c(-c2ccccc2)n1)Nc1ncccn1	i	0.02
O=c1c2c(-c3ccccc3)csc2ncn1/N=C/c1cccc([N+](=O)[O-])c1O	i	0.95
CCCn1c(SCC(=O)Nc2ccccc2C(=O)OC)nc2c1c(=O)n(C)c(=O)n2C	i	0.02
CCc1nnc(NC(=O)CSc2nc(C)nc3c2c(=O)n(C)c(=O)n3C)s1	i	-1.9
COc1ccc(N2CCN(C(=O)CCN3C(=O)c4ccccc4S3(=O)=O)CC2)cc1	i	-0.2
CCNC(=S)Nc1ccccc1-c1ccccc1	i	-0.7
CC(C)(C)SCCNC(=O)CN(c1ccc(F)cc1)S(C)(=O)=O	i	-0.04
Cc1c(Cl)cccc1NC(=O)Cn1cccc1	i	0.04
c1csc(CNc2ncnc3nc[nH]c23)c1	i	0.75
CCOCCn1ccc2c(OCC(=O)Nc3cc(OC)ccc3OC)cccc2c1=O	i	0.97
Cc1nn(Cc2c(F)c(F)c(F)c(F)c2F)c(C)c1NC(=O)c1c([N+](=O)[O-])c(C)nn1C	i	-1.5
CCOc1ccc(S(=O)(=O)N(C)CC(=O)NCc2ccc3c(c2)OCO3)cc1	i	0.02
O=C(NCC(=O)N1CCCCC1)c1ccc(Br)o1	i	-0.63
COCCn1c(C)cc(C(=O)COC(=O)c2ccc[nH]c2=O)c1C	i	-1.8
CN(C)C(=S)NC(=O)c1cccc(Cl)c1	i	0.9
O=C(c1ccco1)N(Cc1cc2ccccc2[nH]c1=O)C1CCCCC1	i	2.1
Brc1cc2c(cc1Br)OCCOCCOCCOCCO2	i	0.74
N#C/C(=N\Nc1cccc([N+](=O)[O-])c1)C(=O)c1ccc(Br)cc1	i	-2.3
Cc1nn(Cc2ccccc2Cl)c(Cl)c1C(=O)NCCc1ccccc1	i	1.4
COCCN(CCOC)C(=O)CCn1c(=O)oc2ccccc21	i	1.3
COCCNC(=S)N1CCc2cc(OC)c(OC)cc2C1COc1ccc(C(C)C)cc1 (stereo unspecified)	i	-1.5

In a second layout: entries from further up
structure | KCNQ2 block | Kir21 inh
CC(C)(C)SCCNC(=O)CN(c1ccc(F)cc1)S(C)(=O)=O | i | -0.04
c1csc(CNc2ncnc3nc[nH]c23)c1 | i | 0.75

Remaining list, next part.
SMILES	KCNQ2 block	Kir21 inh
COc1cc(OC)cc(C(=O)N[C@H](C(=O)NCc2ccc(F)cc2)C(C)C)c1	i	1
COc1ccccc1N1CCN(C(=O)c2ccc3c(=O)n(Cc4ccc5c(c4)OCO5)c(=O)[nH]c3c2)CC1	i	0.97
Brc1cccc(CN2CCN(c3ncccn3)CC2)c1	i	2
COc1ccc(-n2nnnc2SCC(=O)c2ccc(O)c(O)c2)cc1	i	2
CCc1ccc(OCC(=O)NNC(=O)c2cc3ccccc3o2)cc1	i	-2.9
O=C(CSc1nnc2c3ccccc3c3ccccc3c2n1)Nc1ccccc1F	i	-1.2
O=C(Cn1c(=O)cnc2ccccc21)Nc1ccccc1N1CCOCC1	i	-3.2
CC(C)NC(=O)NC(=O)CSc1ccccc1F	i	-0.02
Cc1cc(C)cc(OCc2nc(-c3cccnc3)no2)c1	i	0.13
CCc1ccc(CC2S/C(=C(\C#N)C(C)=O)NC2=O)cc1 (stereo unspecified)	i	1.2
Cc1cccn2c1nc(=S)n2C(=O)c1ccco1	i	-0.79
O=C(OCC(=O)N(C1CCCCC1)C1CCCCC1)c1ccco1	i	2.1
Cc1cc(F)ccc1S(=O)(=O)Nc1ncnc2scc(-c3ccc(F)cc3)c12	i	0.07
CN(CCOc1cccc(C(F)(F)F)c1)Cc1ccccc1	i	1.3
CC(c1ccccc1)C1CC(=O)N(CC(=O)O)C1=O (stereo unspecified)	i	0.08

Whole records, quoted from the list:
CC(c1ccccc1)C1CC(=O)N(CC(=O)O)C1=O (stereo unspecified) is listed with KCNQ2 block = i; Kir21 inh = 0.08
CCc1ccc(CC2S/C(=C(\C#N)C(C)=O)NC2=O)cc1 (stereo unspecified) is listed with KCNQ2 block = i; Kir21 inh = 1.2

Continued:
SMILES	KCNQ2 block	Kir21 inh
COc1cc(CC(=O)N(C)CC(=O)Nc2cc(C)ccc2C)cc(OC)c1OC	i	-1.4
COCCCn1c(-c2cccc(Cl)c2)nc2c1c(=O)[nH]c(=O)n2Cc1ccccc1	i	1.4
O=S(=O)(Nc1ccc(N2CCCCC2)cc1)c1ccccc1	i	1.4
N#Cc1cc2ccccc2nc1SCC(=O)NC1CC1	i	0.1
CCOC(=O)CNC(=O)C(CC(N)=O)NC(=O)OC(C)(C)C (stereo unspecified)	i	1.2
CCOC(=O)Cn1cc([N+](=O)[O-])c(OC)n1	i	-1
CCC(Sc1ccc2nnc(CCNS(=O)(=O)c3ccc(OC)cc3)n2n1)C(=O)OC (stereo unspecified)	i	-0.47
COc1cc(C2C(C#N)=C(N)N(N(C)C)C3=C2C(=O)CCC3)ccc1O (stereo unspecified)	i	2
CC(/C=C/c1ccc(OCc2ccccc2)cc1)=N\O	i	0.68
C=CCn1c(SCC(=O)Nc2ccc3c(c2)OCCO3)nnc1-c1ccco1	i	-0.42
CCOC(=O)C1=C(C)NC(=O)NC1/C=C/c1ccccc1OC (stereo unspecified)	i	0.83
Cc1ccc(NC(=O)[C@@H]2CCCN2S(=O)(=O)c2ccccc2F)cc1	i	-0.36
COc1cc(-c2nnc(-c3cccs3)o2)cc(OC)c1OC	i	-0.39
O=C(Cc1ccc(F)cc1)Nc1ccc(F)c([N+](=O)[O-])c1	i	-0.04
COc1cccc(C(=O)NC23CC4CC(CC(C4)C2)C3)c1	i	0.64

Two entries from above, with the structure last.
| KCNQ2 block | Kir21 inh | SMILES |
| --- | --- | --- |
| i | 0.83 | CCOC(=O)C1=C(C)NC(=O)NC1/C=C/c1ccccc1OC (stereo unspecified) |
| i | -0.36 | Cc1ccc(NC(=O)[C@@H]2CCCN2S(=O)(=O)c2ccccc2F)cc1 |

Taken from above:
Kir21 inh with COc1cc(C2C(C#N)=C(N)N(N(C)C)C3=C2C(=O)CCC3)ccc1O (stereo unspecified) stands at 2
Kir21 inh with N#Cc1cc2ccccc2nc1SCC(=O)NC1CC1 stands at 0.1
Kir21 inh with COc1cc(-c2nnc(-c3cccs3)o2)cc(OC)c1OC stands at -0.39
Kir21 inh with O=C(Cc1ccc(F)cc1)Nc1ccc(F)c([N+](=O)[O-])c1 stands at -0.04
Kir21 inh with CCOC(=O)CNC(=O)C(CC(N)=O)NC(=O)OC(C)(C)C (stereo unspecified) stands at 1.2
Kir21 inh with COc1cccc(C(=O)NC23CC4CC(CC(C4)C2)C3)c1 stands at 0.64

Continued:
SMILES	KCNQ2 block	Kir21 inh
Cc1cc2ncn(CS(C)(=O)=O)c2cc1C	i	0.27
COc1ccc(S(=O)(=O)Nc2ccc(-c3ccc4nncn4n3)cc2)c(OC)c1	i	-0.27
COc1ccc(Cl)cc1NC(=O)CN(C)C(=O)c1ccc(N2CCCCC2)c([N+](=O)[O-])c1	i	0.47
CCN(CC)c1ccc(NC(=O)COC(=O)CSc2ccc(Br)cc2C)cc1	i	-0.72
Cc1c(Cl)c(-c2n[nH]c(=S)n2-c2ccccc2)nn1C	i	1.1
Cc1ccc(-c2ccc3nnc(SCC(N)=O)n3n2)cc1	i	-0.49
Cc1nc(N2CCOCC2)nc(N2CCN(c3ccccc3)CC2)c1[N+](=O)[O-]	i	0.74
COc1ccccc1C(=O)NC(CCSC)C(=O)NNC(=O)c1ccccc1C (stereo unspecified)	i	-1.7
COc1ccc(Cl)cc1Nc1nc(-c2cccnc2)cs1	i	-0.31
CCOC(=O)c1ccc(NC(=O)NCc2ccccc2OC)cc1	i	1.1
CSc1nnc(N2C(=O)C(O)=C(C(=O)c3ccco3)C2c2cccc(Cl)c2)s1 (stereo unspecified)	i	-3.5
CNC(=O)c1c(NC(=O)C2=COCCO2)sc2c1CCN(C(=O)OC)C2	i	1.5
COc1ccccc1NC(=O)Cn1c(=O)n(CCc2c[nH]c3ccccc23)c(=O)c2cccnc21	i	-1.5
C/C(=N/NC(=O)c1ccc(Cl)s1)c1cccnc1	i	-0.87
O=C(O)c1cccc(NC(=O)c2ccc3c(c2)C(=O)N(Cc2ccco2)C3=O)c1	i	0.26
COc1cc2c(cc1OC)CN(C(=O)c1cc(S(=O)(=O)N3CCOCC3)ccc1Cl)CC2	i	1.9
COc1cc(/C=N/NC(=Nc2ccc(C)cc2)c2nc3ccccc3s2)ccc1O	i	0.13
O=C(COc1coc(CN2CCN(c3ccc(F)cc3)CC2)cc1=O)NCC1CCCO1 (stereo unspecified)	i	0.03
O=C(N/N=C/c1cccs1)c1[nH]ncc1Br	i	-1.9
COc1ccccc1Cn1c(=S)[nH]c2cc(C(=O)NCc3cccnc3)ccc2c1=O	i	-0.45
O=C(N/N=C/c1ccccc1O)C(=O)N1CCCCCC1	i	1.3
O=C(COc1ccccc1)NNC(=S)NC(=O)c1ccc(Cl)cc1Cl	i	0.92
CCN(CC)CCSc1nnc2c3ccccc3n(Cc3ccccc3)c2n1	i	-1.6
CC1CCC(NC(=O)c2cccc(S(=O)(=O)N3CCN(c4ccccc4)CC3)c2)CC1 (stereo unspecified)	i	0.79
COC(=O)c1sc(-c2ccc(C(C)(C)C)cc2)cc1NC(=O)c1ccccc1C(=O)O	i	0.02
O=C(NC(=S)Nc1ccc(C(=O)N2CCOCC2)cc1)c1ccc([N+](=O)[O-])cc1	i	2.2
COc1ccc(S(=O)(=O)N2CCOC23CCN(S(=O)(=O)c2cc(C)ccc2OC)CC3)cc1	i	-0.31
Cn1ncc([N+](=O)[O-])c1C(=O)Nc1ccccc1	i	0.18
COc1cc(C(=O)Nc2cccc(C)c2C)c(Br)c(OC)c1OC	-8*	2.5
CCOc1cc(S(=O)(=O)NCc2ccccc2)ccc1F	i	0.16
CCOCC(=O)Nc1nc2ccc(C)cc2s1	i	-0.45
COc1ccc(CN2CCC(n3nccc3NC(=O)C3CC3)CC2)cc1O	i	-0.73
O=C(NNC(=O)c1ccc(Cl)cc1Cl)c1ccncc1	i	-1.3
CS(=O)(=O)N(Cc1ccc(C(=O)NN=C2CCCCCC2)cc1)c1ccccc1	i	0.02
CCCOc1ccc(S(=O)(=O)N2CCOCC2)cc1[N+](=O)[O-]	i	0.69
CCCc1nc2n[nH]c(N)c2c2c1CCC2	i	0
O=C(O)c1cc(-c2c[nH]c3ccccc23)nc2cc3ccccc3cc12	i	0.59
Cc1cc(C)cc(OCCN2CCOCC2)c1	i	1.3
Cc1cc(C)c2[nH]c(=O)c(C(c3nnnn3C(C)(C)C)N3CCN(C(=O)c4ccco4)CC3)cc2c1 (stereo unspecified)	i	0.12
Cc1ccc(NC(=O)CN2C(=O)S/C(=C\c3ccc(-c4cccc(C(=O)O)c4C)o3)C2=O)cc1	i	-10
O=C(Nc1nccs1)c1cn2ccccc2n1	i	-1.2
Cc1cc(C)c(OCC(=O)OCCNC(=O)c2cccnc2)c(C)c1	i	0.47
CCOC(=O)C1Sc2ccccc2NC1=O (stereo unspecified)	i	-1.7
COCc1cc(C)nc(N2CCCCC2)c1C#N	i	-0.22
CCOC(=O)c1nnn(-c2nc(N3CCCC3)nc(N3CCCC3)n2)c1-c1ccccc1	i	0.54
CC(=O)c1c(C)nc(-c2ccccc2)nc1NC(=O)C(C)C	i	0.75
CCCC(CCC)C(=O)Nc1ccc2c(c1)N(C(=O)CN1CCN(C)CC1)c1ccccc1CC2	i	-1.3
Nn1c(=S)[nH]c2sc3c(c2c1=O)CCCC3	i	0.49
CCN1CCN(C(=O)c2ccc(CS(=O)(=O)Cc3ccccc3C)o2)CC1	i	0.05
O=C1CC(N2CCN(c3ccccc3)CC2)C(=O)N1c1ccc(Cl)cc1 (stereo unspecified)	i	-1.5
CC1(C)NC(=O)N(CC(=O)OCC(=O)Nc2cc(S(=O)(=O)N3CCCCCC3)ccc2Cl)C1=O	i	0.09
C=CCn1c(-c2ccncc2)n[nH]c1=S	i	2
COc1cc(C)c(C(C)C)cc1S(=O)(=O)NC1CC(C)(C)NC(C)(C)C1	i	-1.5
CC(C)CCN=CC1=C(O)CC(c2ccccc2)CC1=O (stereo unspecified)	i	0.62
COc1cc(C(O)P(=O)(OC(C)C)OC(C)C)cc(OC)c1OC (stereo unspecified)	i	-0.35
CNC(=O)C1CC(=O)N/C(=N/N=C(\C)c2cccs2)S1 (stereo unspecified)	i	-0.43
CCN(CC)C(=O)C1CCCN(c2ccc([N+](=O)[O-])cc2/C=N/NC(=O)c2cccc(O)c2)C1 (stereo unspecified)	i	1.3
COc1ccc(-c2noc(-c3ccccc3F)n2)cc1	i	-0.52
COCCCNC(=S)NCCNc1nc2cc(C)cc(C)c2cc1C#N	i	-0.15
CC(=O)c1ccc(Oc2cc(C(F)(F)F)cnc2C(N)=O)cc1	i	0.02
Cc1ccc(C(=O)N2CCN(c3ccc(C(F)(F)F)cn3)CC2)c(C)c1	i	-0.36
COc1ccc(CCNC(=O)CCCCn2c(=O)[nH]c3ccccc3c2=O)cc1OC	i	1.4
O=C(COc1ccc(S(=O)(=O)N2CCCC2)cc1Cl)NC1CCCC1	i	-2.7
